High-throughput results (PubChem)
HepG2 tox = counter-screen for TGF-b inhibitors: cytotoxicity in HepG2 cells; AID 588856; HepG2 CAGA-GFP viability, ATP luminescence, 18 h; 0.76% of 410,000 active; Potency, µM (doses to about 46.1 µM), for inactives: at the top dose activity change, negative = cytotoxicity, most hits filed as cytotoxic; note: potency is the fitted concentration of half-maximal effect; some results filed as inactive show a strong effect at the top dose
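CellTiter-Glo luminescence gave cytotoxicity after 18 hours at 37 degrees C. The cells were HepG2 CAGA-GFP in 1% FBS DMEM, stimulated with 500 pg/mL TGF-beta after compound addition. %Activity was normalised to no-cell wells (complete cell-killing) and DMSO (no toxicity), and curves were fitted and classified.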
A549 tox = kills or reduces viability of A549 cells in Nrf2 counter-screen; A549 ARE-Fluc cells, CellTiter-Fluor viability, 18-24 h; Potency, µM (top dose mostly 46 µM), without a hit: top-dose activity change, negative = cytotoxicity, hits mostly inhibitors; 0.16% of 390,000 active; AID 504648; note: potency is the fitted concentration of half-maximal effect; % is set by controls: 0 for no effect and ±100 for the full control effect
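Cytotoxicity counterscreen: CellTiter-Fluor fluorescence was measured in A549 ARE_Fluc cells after 18-24 h of compound exposure in a concentration series. The subsequent BugLite luminescent read reports ARE-luciferase activity.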
Nrf2 activator = Nrf2 pathway activation. AREc32 ARE-luciferase reporter (MCF7-derived line), luminescence, 24 h. Potency, µM (top dose mostly 46.1 µM), for the others: at the top dose activation, most hits filed as activators. 0.31% of 410,000 active. AID 624171; note: potency is the fitted concentration of half-maximal effect; % of control where 0% means no effect; nearly all actives have a fitted effect of over 65% in size
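Cells of the AREc32 ARE-luciferase line are plated in OPTI-MEM containing 5% FBS and left overnight at 37 deg C. Compounds are pinned in, incubation continues 24 hr, and firefly luciferase signal is then measured.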
IL-2 act = activates IL-2 in a cell-based reporter assay; IL-2 activation reporter assay, cell-based qHTS; stimulated with anti-CD3/CD4/CD28 beads; in transgenic mouse T cells; activation, % (series mostly up to about 46 µM); 0.065% of 360,000 active; in the data active = activation above about 50%; inconclusive = mostly about 30% to 49%; note: 0% is about no effect
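Readout: EGFP and DsRed signals by fluorescent plate cytometry. Unstimulated transgenic mouse T cells received compound 60 min before antibody-bead stimulation, then incubated 18 h at 37 degrees C.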
Nrf2 block = inhibitors of Nrf2 signaling | A549 ARE-Fluc reporter, luciferase luminescence, 18-24 h | 2.1% of 360,000 active | Potency, µM (highest dose often 46 µM), for the others: at the top dose activity change, negative = inhibition, actives largely listed as inhibitors; note: potency is the fitted concentration of half-maximal effect; % is set by controls: 0 for no effect and ±100 for the full control effect; nearly all actives have a fitted effect of over 60% in size
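Two sequential reads on A549 ARE_Fluc cells exposed to compound for 18-24 h: a CellTiter-Fluor fluorescence read for viability, then a luciferase luminescence read for Nrf2/ARE activity.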
ATXN viability = reduces viability in counter-screen for ATXN expression inhibitors | 0.49% of 400,000 active | Potency, µM (top dose mostly 56.7 µM), usual class: cytotoxic | S2 cells (HEK-293 line with an ATXN2-luciferase reporter) viability, CellTiter-Fluor protease fluorescence, 24 h; note: potency is the fitted concentration of half-maximal effect; nearly all actives have a fitted effect of over 40% in size
EPAC2 ag = activates human EPAC2 exchange factor | Q8WZA2 | EPAC2 activation, biochemical qHTS; response scale: 100% = 6.5 mM cAMP response | Potency, µM (series often up to 154 µM), for the others: top-dose activation, usual class: activators | 0.079% of 360,000 active; note: potency is the fitted concentration of half-maximal effect; nearly all actives have a fitted effect of over 50% in size
Target sequence (Q8WZA2 whole entry, looked up): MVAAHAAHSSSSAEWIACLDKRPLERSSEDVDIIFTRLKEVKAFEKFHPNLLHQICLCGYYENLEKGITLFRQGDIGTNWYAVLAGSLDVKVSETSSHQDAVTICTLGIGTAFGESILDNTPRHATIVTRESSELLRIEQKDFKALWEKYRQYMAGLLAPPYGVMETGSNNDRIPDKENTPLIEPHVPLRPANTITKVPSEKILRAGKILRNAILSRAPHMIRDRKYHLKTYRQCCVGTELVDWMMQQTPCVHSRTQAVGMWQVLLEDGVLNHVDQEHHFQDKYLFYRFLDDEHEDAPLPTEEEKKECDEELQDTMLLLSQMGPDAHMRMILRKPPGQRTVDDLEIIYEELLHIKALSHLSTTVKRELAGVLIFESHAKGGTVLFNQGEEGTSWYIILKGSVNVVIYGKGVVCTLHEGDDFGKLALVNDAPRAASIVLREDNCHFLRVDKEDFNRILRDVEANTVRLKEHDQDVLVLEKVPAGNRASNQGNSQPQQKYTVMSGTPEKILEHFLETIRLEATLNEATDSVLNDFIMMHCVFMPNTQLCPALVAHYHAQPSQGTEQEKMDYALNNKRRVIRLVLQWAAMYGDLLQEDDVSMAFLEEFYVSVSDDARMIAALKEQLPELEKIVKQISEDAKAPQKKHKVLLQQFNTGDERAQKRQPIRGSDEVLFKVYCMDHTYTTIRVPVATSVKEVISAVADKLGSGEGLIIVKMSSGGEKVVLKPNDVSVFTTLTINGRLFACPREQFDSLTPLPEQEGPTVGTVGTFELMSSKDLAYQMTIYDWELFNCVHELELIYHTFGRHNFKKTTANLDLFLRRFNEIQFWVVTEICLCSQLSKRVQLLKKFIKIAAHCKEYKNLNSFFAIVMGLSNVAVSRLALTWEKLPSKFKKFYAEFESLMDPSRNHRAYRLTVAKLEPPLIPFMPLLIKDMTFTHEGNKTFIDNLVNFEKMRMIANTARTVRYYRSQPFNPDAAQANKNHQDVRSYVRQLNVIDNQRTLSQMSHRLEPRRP
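Compounds were titrated in qHTS against a Rap1B-BODIPY-GDP (250 nM) complex with EPAC2 (100 nM) and GDP (50 uM). BODIPY-GDP release tracked at 480/540 nm over 30 min at room temperature, normalized to 6.5 mM cAMP.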
TGFb SMAD3 inh = blocks TGF-b signaling; 1.2% of 410,000 active; HepG2 CAGA-GFP TGF-b/SMAD3 reporter, GFP fluorescence, 18 h; TGF-beta stimulated, 500 pg/mL final; Potency, µM (series often up to 46.1 µM), for inactives: at the top dose activity, negative = inhibition, actives largely listed as inhibitors; note: potency is the fitted concentration of half-maximal effect; % is set by controls: 0 for no effect and ±100 for the full control effect; nearly all actives have a fitted effect of over 65% in size
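TGF-beta reporter screen: HEPG2 CAGA-GFP, 1% FBS, 500 pg/mL TGF-beta final, 18 h; per-cell GFP summed per well; curves fitted and categorized by class.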
ATXN2 expr inh = ATXN2 expression inhibition; HEK-293 ATXN2-luciferase reporter, luminescence, 24 h; Potency, µM (doses to about 57 µM), without a hit: at the top dose activity change, negative = inhibition, most hits filed as inhibitors; 0.72% of 360,000 active; AID 1745845; note: potency is the fitted concentration of half-maximal effect; % is set by controls: 0 for no effect and ±100 for the full control effect; nearly all actives have a fitted effect of over 55% in size
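qHTS (up to 57 uM final) was run with 24 h compound exposure of reporter cells at 37 °C. Each well was multiplexed: SteadyGlo luminescence measured ATXN2-luciferase expression after a fluorogenic Gly-Phe-AFC viability readout (25 uM final).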
* marks the source's active call; other numbers are inactive results; i = inactive; ? = inconclusive; / = no result given; & = joins results of further samples; [ ] = dose if it differs, or a comment. Unless noted, calls come from the whole dose curve; as a rule, active = well fitted curve in the direction sought with a large enough effect; inconclusive = small, poorly fitted or top-dose-only effect, or another doubt; inactive = no such curve, though single readings can be large; an effect the other way counts as inactive or inconclusive.

SMILES	HepG2 tox	A549 tox	Nrf2 activator	IL-2 act	Nrf2 block	ATXN viability	EPAC2 ag	TGFb SMAD3 inh	ATXN2 expr inh
CC(=O)Nc1ccc(/C=N/N2C(=O)NC(C)(c3ccc(OC(F)F)cc3)C2=O)cc1 (stereo not given)	-26%	6%	3.1%	0.6	-22%	i	5%	-1%	/
CC(/C=C/c1ccccc1)NC(N)=O (stereo not given)	-2%	0%	0.1%	-1.9	-6%	i	-2%	7%	-1%
COc1ccccc1NC(=O)c1ccc(CS(=O)(=O)c2ccc(C)cc2)cc1	-1%	-2%	-0.3%	0.2	?	i	-5%	2%	-15%
N#CCCn1cc(/C=N/O)c(-c2ccc(Cl)cc2)n1	-20%	-1%	0.2%	-0.5	-9%	i	5%	-1%	-26%
Cc1cc(C)c(C#N)c(OCC2CCCO2)n1 (stereo not given)	10%	/	-1.0%	2.0	/	i	-4%	0%	12%
CC1(C(=O)NCc2cccc(C(F)(F)F)c2)CCN1CCc1ccccc1 (stereo not given)	-71%	/	6.1%	-0.2	/	i	-9%	?	?
Cc1ccc(-n2c(=O)c3ccc(C(=O)NCc4ccccc4Cl)cc3n(Cc3cccc(F)c3)c2=O)cc1	4%	-2%	-1.1%	/	5%	i	/	7%	4%
CN1CCCN(C(=O)c2ccc(Cl)cc2)CC1	-42%	7%	0.4%	0.2	0%	i	9%	22%	4%
CSc1ccc(Cn2c(C)c(C(=O)NCc3ccc(Cl)c(Cl)c3)sc2=O)cc1	-4%	/	4.3%	-0.3	/	i	5%	?	-28%
COC(=O)c1oc2c(c1C)C1(CCC2)SCCS1	5%	-4%	1.4%	-0.1	/	i	7%	3%	4%
Cc1ccc(C(=O)Nc2c(C)cc(C)c3cccnc23)cc1	-1%	8%	8.2%	0.5	-18%	i	4%	0%	/
N#CCCn1cc(CNCc2ccccc2)c(-c2cccc([N+](=O)[O-])c2)n1	-1%	0%	0.1%[9.22 µM]	-2.1	-17%	i	1%	4%	-8%
CC1(C(=O)Nc2ccccc2Br)CCN1C(=O)CC1CC1 (stereo not given)	5%	/	0.8%	-0.4	/	i	7%	-8%	11%
CN1CCCC(OC(=O)c2ccc(Cl)cc2)C1 (stereo not given)	-9%	2%	-0.1%	-1.5	2%	i	10%	23%	1%
O=C(CSc1nc2ccccc2c(=O)n1CCCN1CCOCC1)Nc1ccccc1OC(F)F	-6%	-14%	-0.6%	-1.6	-7%	i	-6%	-19%	-7%
CCn1c(=N)n(CC(=O)C(C)(C)C)c2ccccc21	-28%	-6%	0.2%	-1.6	?	i	10%	?	-6%
CC(c1ccon1)N(C)C(=O)c1ccc2nc(Cc3cccc(Cl)c3)oc2c1 (stereo not given)	3%	0%	0.5%	-1.9	-3%	i	2%	-9%	-1%
Cc1cccnc1NC(=O)c1cccc(NC(=O)CC2SC(N3CCCCC3)=NC2=O)c1 (stereo not given)	-8%	7%	-0.1%	-1.0	-1%	i	0%	-15%	4%
COc1ccc([C@H]2CC(=O)C=C(c3cccc(CO)c3)C2)cc1OC	-3%	-1%	4.5%	-0.6	9%	i	-1%	3%	-7%
CC(C)(C)NC(=O)N1CCCN(c2ccc(C(F)(F)F)cn2)CC1	-3%	-4%	-0.2%	-3.6	?	i	-4%	19%	-25%
Cc1c(C(=O)Nc2ccc(F)cc2)oc2ccc(S(=O)(=O)N3CCCC3)cc12	-11%	-3%	-0.4%	-1.1	-6%	i	16%	2%	-7%
N=c1ccn(Cc2c(Cl)cccc2Cl)cc1	11%	-5%	-0.8%	-0.6	5.2µM*	i	14%	-11%	-20%
CC(C)C[C@@H](CNCC(=O)[C@H](Cc1c[nH]c2ccccc12)NC(=O)c1[nH]cnc1C(=O)N[C@@H](C)CN)NC(=O)c1nc[nH]c1C(=O)N[C@@H](C)C(=O)O	-3%	-2%	0.6%	-0.1	21%	i	-2%	1%	3%
Cc1cc(C)cc(NC(=O)c2cc(Cl)sc2Cl)c1	15%	-2%	25%	-2.2	6%	i	0%	-16%	6%
CCOC(=O)c1c(NC(=O)CNCCOC)sc2c1CCCC2	-49%	0%	0.4%	0.7	-7%	i	3%	-6%	-23%
COCC(C)n1c(SCC(=O)NC(=O)Nc2ccc3c(c2)OCCO3)nc2ccccc2c1=O (stereo not given)	-3%	-3%	0.4%	-1.9	-13%	i	23%	-1%	12%
N#CCCN(Cc1cccnc1)C(=S)NC(=O)c1ccco1	6%	-5%	-0.7%	-3.7	10%	i	11%	?	1%
Cc1c(NC(=O)CSc2n[nH]c(-c3ccccc3)n2)c(=O)n(-c2ccccc2)n1C	-61%	-6%	0.0%	-2.3	10%	i	14%	14%	0%
COCCCn1c(=O)c2sccc2n2c(CCCC(=O)Nc3cccc(C(F)(F)F)c3)nnc12	-23%	-9%	0.4%	/	-12%	/	/	?	/
CC(C)CN(CCCNC(=O)CN1C(=O)COc2ccc(S(=O)(=O)N3CCOCC3)cc21)CC(C)C	6%	-4%	0.0%	-2.9	-13%	i	-8%	10%	9%

4 compounds from above with just IL-2 act, EPAC2 ag and Nrf2 block:
compound | IL-2 act | EPAC2 ag | Nrf2 block
COCCCn1c(=O)c2sccc2n2c(CCCC(=O)Nc3cccc(C(F)(F)F)c3)nnc12 | / | / | -12%
CC(/C=C/c1ccccc1)NC(N)=O (stereo not given) | -1.9 | -2% | -6%
COc1ccc([C@H]2CC(=O)C=C(c3cccc(CO)c3)C2)cc1OC | -0.6 | -1% | 9%
COCC(C)n1c(SCC(=O)NC(=O)Nc2ccc3c(c2)OCCO3)nc2ccccc2c1=O (stereo not given) | -1.9 | 23% | -13%

Arranged by length of the SMILES (descending): part of the list above
SMILES	HepG2 tox	A549 tox	Nrf2 activator	IL-2 act	Nrf2 block	ATXN viability	EPAC2 ag	TGFb SMAD3 inh	ATXN2 expr inh
CC(C)CN(CCCNC(=O)CN1C(=O)COc2ccc(S(=O)(=O)N3CCOCC3)cc21)CC(C)C	6%	-4%	0.0%	-2.9	-13%	i	-8%	10%	9%
CC(C)(C)NC(=O)N1CCCN(c2ccc(C(F)(F)F)cn2)CC1	-3%	-4%	-0.2%	-3.6	?	i	-4%	19%	-25%
CCOC(=O)c1c(NC(=O)CNCCOC)sc2c1CCCC2	-49%	0%	0.4%	0.7	-7%	i	3%	-6%	-23%
Cc1cc(C)cc(NC(=O)c2cc(Cl)sc2Cl)c1	15%	-2%	25%	-2.2	6%	i	0%	-16%	6%

The list continues:
SMILES	HepG2 tox	A549 tox	Nrf2 activator	IL-2 act	Nrf2 block	ATXN viability	EPAC2 ag	TGFb SMAD3 inh	ATXN2 expr inh
COc1ccc(C2C(C(N)=O)=C(C)Nc3nc(CCCO)nn32)cc1 (stereo not given)	-13%&-3%	-7%&9%	0.4%&-1.1%	-3.6	-3%	i	21%	-2%&1%	-7%&0%
O=C(CCNC(=O)C1CCN(S(=O)(=O)c2ccc(F)cc2)CC1)NCc1cccc(Cl)c1	-19%	1%	0.2%	-0.3	1%	i	0%	-22%	/
CC1CCN(S(=O)(=O)c2ccc3[nH]cc(C(=O)NCc4ccc(F)cc4)c(=O)c3c2)CC1	-22%	-1%	-0.2%	/	/	i	/	0%	8%
O=C1N/C(=C\c2ccccc2)c2ccccc21	-30%	13%[1.84 µM]	8.9µM*	-3.0	?	i	-1%	-4%	17%
COc1ccc(C(=O)N2CCC(C(=O)NCc3ccccn3)CC2)cc1	-30%	-2%	-0.4%	-0.9	-2%	i	4%	17%	2%
CC(C)(C)c1ccc2c(c1)N(CC(=O)N1CCCC1)C(=O)CO2	17%	5%	0.2%	-0.2	23%	/	3%	18%	23%
CCOc1nc(Oc2cccc(C(=O)O)c2)nc(Oc2cccc(C(=O)O)c2)n1	1%	0%	-0.2%	0.1	?	i	2%	-17%	-4%
Cc1occc1C(=O)Nc1ccc(S(=O)(=O)N2CCCC2)cc1	-1%	-6%	-0.7%	-3.9	-8%	i	9%	-5%	4%
CC(CN1c2ccccc2Sc2ccccc21)N(C)C (stereo not given)	-39%	-1%	0.4%	0.0	8%	?	10%	-15%	?
CCC(CC)C(=O)N(C)c1c(C)nc2c(OCc3ccc(C(F)(F)F)cc3)cccn12	-18%	/	0.2%	-0.9	/	?	7%	-16%	?
O=c1c2ccccc2nc(-c2ccc(Cl)c(Cl)c2)n1O	-26%	-15%	-0.8%	0.1	/	i	-10%	?	?
Cc1cc(Nc2cc(F)ccc2C)n2ncnc2n1	-13%	-10%	5.7%	-2.3	-16%	i	10%	-1%	-2%
CCCn1nc(C(=O)Nc2cc(OCC)c(N3CCOCC3)cc2OCC)c2ccccc2c1=O	-17%	-5%	0.5%	-0.1	12%	i	2%	-1%	-11%
O=C(Nc1ccc(F)cc1)N1CCCN(c2ccc(C(F)(F)F)cn2)CC1	3%	-7%	-0.5%	-1.9	?	i	6%	-2%	?
CCCn1c2ccccc2c2cnn(CC(=O)NCCc3ccc(OCC)cc3)c(=O)c21	4%	-14%	-1.2%	/	-6%	i	/	-12%	10%
CCOC(=O)C1(CC)CC(CSc2nc3ccccc3[nH]2)OC1=O (stereo not given)	10%	-1%	-0.5%	-1.3	/	i	6%	24%	13%
O=C(Nc1ccc([N+](=O)[O-])c(NC(=O)C2CCCO2)c1)C1CCCO1 (stereo not given)	12%	-7%	1.9%	1.3	3%	i	2%	21%	8%
CC(=NC1CCCCC1)c1ccc(O)cc1O	-63%	/	-1.2%	-1.7	/	i	6%	-2%	/
CCC(C)c1ccc(OCC(=O)NNC(=O)C2CCCCC2)cc1 (stereo not given)	-7%	6%	0.2%	0.1	3%	i	5%	-14%	-1%
